UHRF1 MBD2 ctr – blocks human UHRF1 binding to methylated DNA | inhibition, % at 4.4 µM | 370,000 compounds, 0.75% hits | UHRF1 binding to methylated oligo, TR-FRET; in the data active means inhibition above about 21%;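 further: UHRF1 SRA domain binding a hemimethylated CpG hairpin DNA probe; 0% = median of test compound wells and 100% = reference inhibitor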
ARFGAP1 inhibitor – inhibitors of rat ARFGAP1; Q62848; Arfgap1-stimulated ARF1 GTP hydrolysis, GDP FP detection; inhibition, % at 16.5 µM; 360,000 compounds, 0.26% hits; AID 651572;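 active means inhibition above a per-plate limit, mean inhibition of low control wells plus 3 SD, cut at about 25% in these data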;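 further: 0% = DMSO wells with enzyme and 100% = wells lacking Arfgap1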
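System: truncated rat Arfgap1 GAP domain / Benchmarks: high control wells lacking Arfgap1, low control full reaction with DMSO / Times: compound-enzyme preincubation 20 min, reaction 120 min, detection 60 min, 25 °C / Repeats: one replicate per compound / Also added: human ARF1(Δ1-17)-GTP substrate / Measured by: Tracer-displacement fluorescence polarization with EDTA stop, 620/688 nm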
HGIII-sPLA2 inh – Blocks human group III sPLA2 activity | QFRET BODIPY PC-A2 liposome hydrolysis, fluorescence | AID 743126 | inhibition, % at 12.2 µM | 370,000 compounds, 0.56% hits;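 active means inhibition above mean plus 3 SD of compounds lying within the high and low control bounds, cut at about 19% in these data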;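 further: 0% = median of test compound wells and 100% = no enzyme DMSO wells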
PLC-beta3 inh – inhibitors of human phospholipase C beta3; Q01970; Purified PLC-beta3, fluorogenic substrate, fluorescence; inhibition, % at 12.2 µM; 370,000 compounds, 0.18% hits; in the data active means inhibition above about 11%;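 further: 0% = median of compound wells on plate and 100% = full blocker control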
Target sequence (Q01970 whole entry, looked up): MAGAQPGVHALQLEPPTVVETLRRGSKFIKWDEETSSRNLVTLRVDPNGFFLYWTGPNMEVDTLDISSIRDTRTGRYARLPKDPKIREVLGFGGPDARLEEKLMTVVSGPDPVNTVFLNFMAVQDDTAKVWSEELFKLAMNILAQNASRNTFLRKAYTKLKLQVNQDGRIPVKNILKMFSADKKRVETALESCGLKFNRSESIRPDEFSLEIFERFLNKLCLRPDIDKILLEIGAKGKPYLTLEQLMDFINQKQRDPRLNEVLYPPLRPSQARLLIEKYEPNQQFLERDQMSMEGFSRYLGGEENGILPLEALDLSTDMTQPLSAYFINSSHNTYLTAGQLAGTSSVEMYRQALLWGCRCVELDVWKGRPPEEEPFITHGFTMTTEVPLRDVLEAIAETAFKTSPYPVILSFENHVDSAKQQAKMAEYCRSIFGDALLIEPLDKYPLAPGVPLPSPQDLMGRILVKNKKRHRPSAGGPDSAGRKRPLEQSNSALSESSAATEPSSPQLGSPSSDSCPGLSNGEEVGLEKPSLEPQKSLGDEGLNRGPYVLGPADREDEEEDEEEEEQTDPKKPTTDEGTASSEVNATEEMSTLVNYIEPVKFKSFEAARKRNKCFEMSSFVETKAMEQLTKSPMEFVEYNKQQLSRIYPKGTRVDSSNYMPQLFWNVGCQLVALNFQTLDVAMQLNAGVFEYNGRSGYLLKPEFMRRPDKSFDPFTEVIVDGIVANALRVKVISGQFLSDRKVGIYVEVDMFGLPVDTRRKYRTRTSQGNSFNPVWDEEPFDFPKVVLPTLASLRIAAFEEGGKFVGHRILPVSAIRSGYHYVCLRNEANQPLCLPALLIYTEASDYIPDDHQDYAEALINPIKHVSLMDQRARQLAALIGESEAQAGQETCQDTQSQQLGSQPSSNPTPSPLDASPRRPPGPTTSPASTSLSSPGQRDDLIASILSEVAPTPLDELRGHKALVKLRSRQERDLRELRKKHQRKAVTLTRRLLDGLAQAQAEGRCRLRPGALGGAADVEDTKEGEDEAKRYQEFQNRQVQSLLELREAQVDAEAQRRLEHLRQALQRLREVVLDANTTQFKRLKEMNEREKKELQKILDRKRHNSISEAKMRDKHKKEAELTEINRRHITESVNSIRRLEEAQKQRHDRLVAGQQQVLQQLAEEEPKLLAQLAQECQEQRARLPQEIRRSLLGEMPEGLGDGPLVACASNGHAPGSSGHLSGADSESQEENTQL
ASAP1 inh – blocks human ASAP1-stimulated Arf1 GTP hydrolysis; Q9ULH1; GDP FP detection; inhibition, % at 16.5 µM; 360,000 compounds, 0.19% hits; in the data active means inhibition above about 25%;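 further: 0% = vehicle with enzyme and substrate and 100% = no enzyme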
Rev-erbA mod – Rev-erb alpha (human) modulation; P20393; Rev-erbα–FITC-DNA binding, fluorescence polarization, 90 min; activity, % at 10 µM; 370,000 compounds, 0.79% hits;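 active means activity above about 14%, limit read from the data; passing the limit was not always enough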;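 further: 0% = DMSO wells with 35 nM protein and 100% = DMSO wells with 750 nM protein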
Tn7 DDE FP – disrupts Tn7 cyclic peptide binding to fibrin D-Dimer-E complex; P02675; 370,000 compounds, 0.13% hits; FP displacement of FITC-Tn7 peptide from fibrin DD(E); 0% = median of compound wells per plate; inhibition, % at 8.3 µM;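 active means inhibition above the mean of compounds falling within the control limits plus 3 SD of them, cut at about 14% in these data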;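 further: 0% = plate median of compound wells and 100% = 10 µM Aha-Tn7 peptide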
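Assay system: Human clot-derived fibrin DD(E) complex | Buffer or medium: Tris/NaCl/CaCl2 buffer, pH 7.8 | Repeats: One replicate per compound | Benchmarks: Aha-Tn7 high control | Measure: % inhibition scaled between sample-field median and high-control FP | Schedule: 10 min plus 3 h, room temperature | Signal: Fluorescence polarization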
KLK7 zymogen act – activates the human kallikrein-7 zymogen. P49862. purified proKLK7, EDANS-DABCYL substrate fluorescence; 100% is mature enzyme control, 0% vehicle. activation, % at 7 µM. 370,000 compounds, 0.9% hits. AID 652039;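 active means activation above the mean of all tested compounds plus 3 SD, computed per campaign excluding outliers beyond control limits, cut at about 13% in these data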
Tn6 DDE FP – disrupts Tn6 cyclic peptide binding to fibrin D-Dimer-E complex; P02675; inhibition, % at 8.3 µM; Fibrin DD(E) TRITC-Tn6 fluorescence polarization displacement; 370,000 compounds, 0.21% hits; AID 720509;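 active means inhibition above a per-campaign cutoff: mean of compounds within control limits plus 3 SD, cut at about 15% in these data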;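 further: 0% = median of all compound wells on the plate and 100% = blocking peptide control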
PLC-gamma1 inh – inhibitors of human phospholipase C gamma1. P19174. purified PLC-gamma1, fluorogenic substrate, fluorescence. inhibition, % at 12.2 µM. 370,000 compounds, 0.84% hits. AID 720700; in the data active means inhibition above about 9.5%
* = called active by the depositor; nt = not tested or not shown. Rows are unselected; overall some 4.5% were active at least once.

SMILES	UHRF1 MBD2 ctr	ARFGAP1 inhibitor	HGIII-sPLA2 inh	PLC-beta3 inh	ASAP1 inh	Rev-erbA mod	Tn7 DDE FP	KLK7 zymogen act	Tn6 DDE FP	PLC-gamma1 inh
CN1c2ccsc2C(=O)/C(=C\Nc2cccc(C(F)(F)F)c2)S1(=O)=O	0	12	-3	-3	0	0	0	0.9	6	-2
CC1=NN(c2ccccc2)C(=O)/C1=C/c1cn(C)c2ccccc12	-4	-15	13	-3	-1	-3	-2	-0.2	4	1
COc1cc(C(=O)N2CCC(NC(=O)C(Cc3ccccc3C)NC(C)=O)CC2)cc(OC)c1OC (stereo not given)	-5	5	1	4	9	-3	3	0.3	3	3
C#CCCCCCCC#CCN(C)C	2	-7	8	1	-5	7	3	0.0	2	-5
O=C(Cn1nnc2ccccc2c1=O)Nc1cc(C(F)(F)F)ccc1N1CCOCC1	-2	2	-9	-1	6	0	-11	-0.2	-5	-1
CC(=O)Nc1nc(NC(=O)/C=C/c2ccccc2)n(-c2ccccc2)n1	-3	11	-8	8	1	5	-6	0.1	0	5
Cc1ccc(Cl)cc1NC(=O)C1CCCN(S(=O)(=O)c2c(C)noc2C)C1 (stereo not given)	-2	6	-7	5	-4	5	-1	-0.1	3	0
COc1ccccc1/C=N/Nc1nc(C)cc(C)n1	3	0	11	-7	10	0	0	0.3	-2	0
CCOC(=O)C1=CCC(c2ccc(C#N)cc2)N(S(=O)(=O)c2ccc(C)cc2)C1 (stereo not given)	-2	3	-7	-18	-8	8	5	-0.6	7	-17
O=c1cc(O)nc2n1CCCS2	-3	-3	0	0	-3	-3	10	-0.2	4	-1
CC(NC(=O)c1c(O)c2ccccc2n(C)c1=O)c1ccccc1 (stereo not given)	2	1	5	-11	-2	11	-4	-1.0	-2	-1
CC(=O)Oc1ccc2c(=O)c(Oc3ccccc3[N+](=O)[O-])coc2c1	1	-12	1	-7	-3	1	5	0.1	0	-3
CCOc1cc(CNCCc2ccccc2)ccc1OCC(=O)NC(C)(C)C	0	12	-14	-9	-2	-2	-1	0.5	-7	9.9*
COc1ccc(S(=O)(=O)N(C)c2ccc(C(=O)NCCC(C)C)cc2)cc1	-4	9	-11	3	3	-1	-10	-0.2	2	-3
Cc1c(NS(=O)(=O)c2ccc(C(=O)N(C)Cc3cccc(Cl)c3Cl)cc2)c(=O)n(-c2ccccc2)n1C	-1	-9	-45	-1	-1	-7	1	0.0	1	3

Some of the entries so far, with values ahead of the structure:
UHRF1 MBD2 ctr	ARFGAP1 inhibitor	HGIII-sPLA2 inh	PLC-beta3 inh	ASAP1 inh	Rev-erbA mod	Tn7 DDE FP	KLK7 zymogen act	Tn6 DDE FP	PLC-gamma1 inh	Molecule
-4	-15	13	-3	-1	-3	-2	-0.2	4	1	CC1=NN(c2ccccc2)C(=O)/C1=C/c1cn(C)c2ccccc12
-5	5	1	4	9	-3	3	0.3	3	3	COc1cc(C(=O)N2CCC(NC(=O)C(Cc3ccccc3C)NC(C)=O)CC2)cc(OC)c1OC (stereo not given)
2	-7	8	1	-5	7	3	0.0	2	-5	C#CCCCCCCC#CCN(C)C
-2	2	-9	-1	6	0	-11	-0.2	-5	-1	O=C(Cn1nnc2ccccc2c1=O)Nc1cc(C(F)(F)F)ccc1N1CCOCC1
-3	11	-8	8	1	5	-6	0.1	0	5	CC(=O)Nc1nc(NC(=O)/C=C/c2ccccc2)n(-c2ccccc2)n1
-2	6	-7	5	-4	5	-1	-0.1	3	0	Cc1ccc(Cl)cc1NC(=O)C1CCCN(S(=O)(=O)c2c(C)noc2C)C1 (stereo not given)
3	0	11	-7	10	0	0	0.3	-2	0	COc1ccccc1/C=N/Nc1nc(C)cc(C)n1
-2	3	-7	-18	-8	8	5	-0.6	7	-17	CCOC(=O)C1=CCC(c2ccc(C#N)cc2)N(S(=O)(=O)c2ccc(C)cc2)C1 (stereo not given)
-3	-3	0	0	-3	-3	10	-0.2	4	-1	O=c1cc(O)nc2n1CCCS2
2	1	5	-11	-2	11	-4	-1.0	-2	-1	CC(NC(=O)c1c(O)c2ccccc2n(C)c1=O)c1ccccc1 (stereo not given)
1	-12	1	-7	-3	1	5	0.1	0	-3	CC(=O)Oc1ccc2c(=O)c(Oc3ccccc3[N+](=O)[O-])coc2c1
0	12	-14	-9	-2	-2	-1	0.5	-7	9.9*	CCOc1cc(CNCCc2ccccc2)ccc1OCC(=O)NC(C)(C)C
-4	9	-11	3	3	-1	-10	-0.2	2	-3	COc1ccc(S(=O)(=O)N(C)c2ccc(C(=O)NCCC(C)C)cc2)cc1
-1	-9	-45	-1	-1	-7	1	0.0	1	3	Cc1c(NS(=O)(=O)c2ccc(C(=O)N(C)Cc3cccc(Cl)c3Cl)cc2)c(=O)n(-c2ccccc2)n1C

(continued)
SMILES	UHRF1 MBD2 ctr	ARFGAP1 inhibitor	HGIII-sPLA2 inh	PLC-beta3 inh	ASAP1 inh	Rev-erbA mod	Tn7 DDE FP	KLK7 zymogen act	Tn6 DDE FP	PLC-gamma1 inh
CC(=O)NC(Cc1cccc(C)c1)C(=O)NC1CCN(C(=O)NCc2ccccc2)CC1 (stereo not given)	1	-5	-2	-3	-8	-3	-7	0.1	-1	0
COc1cccc(/C(C)=N/N=C(\C)c2cccc(OC)c2)c1	2	-6	9	-10	-10	4	-2	-0.5	1	-2
CC(C)NS(=O)(=O)c1ccc(NC(=O)C(C)OC(=O)CCC(=O)c2cccs2)cc1 (stereo not given)	2	-6	-12	-5	-13	2	3	-0.5	-1	-4
Cc1c2cnn(CC(=O)Nc3cccc(C(F)(F)F)c3)c(=O)c2c(C)n1Cc1ccccc1F	-2	14	-9	-1	-2	13	-2	-0.4	0	-2
O=C(O)CC(Cc1ccc(Cl)cc1)C(=O)Nc1ccccc1 (stereo not given)	7	13	15	-10	-4	-6	5	3.3	-7	-1
CCN(CC)S(=O)(=O)c1cc(NC(=O)COC(=O)c2ccc(NC(=O)CC#N)cc2)ccc1C	-2	3	-63	-18	11	0	5	0.3	1	-12
Cc1cc(C)cc(OCCNC(=O)CCc2ccccc2)c1	0	-4	-2	-2	-22	0	5	1.1	-2	4
Cc1ccc(C(=O)N/C(=C\c2cn(-c3ccccc3)nc2-c2ccccc2)C(=O)N2CCOCC2)cc1	-1	-8	5	-1	8	-1	-4	0.2	3	-3
O=C(CCn1cccc1)Nc1cccc(F)c1	1	8	-17	0	18	-5	-7	0.1	-2	1
CC(C)C(NC(=O)c1ccccc1F)C(=O)NCC(c1ccco1)N1CCCCC1 (stereo not given)	0	-15	8	-9	5	-5	0	-0.7	6	-5
CS(=O)(=O)c1ccc(-c2cccc(NC(=O)COc3ccc(Cl)cc3)c2)nn1	-1	-1	-2	-11	-10	0	-5	-0.5	2	0
Nc1ccc(NC(=S)Nc2ccccc2)cc1	1	6	5	-4	-7	-1	5	0.6	-2	2
O=C(COC(=O)c1cc(=O)[nH]c2ccccc12)NC(=O)NC1CCCCC1	-3	4	-12	-116	-8	3	-8	-17	-6	-87
COc1cc(OC)c(C2Nc3cccc4cccc(c34)N2)c(OC)c1	-7	-5	22*	-38	1	-11	-8	-0.1	1	-21
OC(c1ccccc1)C1(c2ccccc2)CCN(Cc2ccccc2)CC1 (stereo not given)	-1	-2	-11	1	-7	0	-5	-0.3	-6	4
CN(Cc1cccc(F)c1)C(=O)CSc1nnnn1C1CC1	-2	12	4	-5	1	1	2	-0.2	9	1
CCCCCCc1cc2cc(-c3nnc(-c4ccccc4OC)o3)c(=O)oc2cc1O	3	-14	-9	-469	7	-6	-13	-1.8	-2	-285
CCCCNC(=O)CN(c1cccc(Br)c1)S(C)(=O)=O	6	-7	3	2	10	-1	1	0.4	-2	0
Cc1ccc(-c2nc(C3CCCN(S(=O)(=O)c4cccs4)C3)no2)cc1 (stereo not given)	-1	nt	12	-4	nt	-3	6	0.2	0	1
Cc1cccc(-c2ncc(CN3CCN(CC(C)C)C(CCO)C3)cn2)c1 (stereo not given)	1	15	1	-6	-4	1	1	0.0	2	0
COC(=O)C1=C(C)NC(=S)NC1c1ccco1 (stereo not given)	0	0	6	1	-4	-2	-1	0.8	6	0
COC(=O)COc1ccc(S(=O)(=O)Nc2cc([N+](=O)[O-])ccc2C)cc1	0	-4	-5	2	-3	-4	5	-0.3	6	-1
COc1ccc(OC)c(CNC(=O)Cn2nc(C)c3c(C)n(-c4ccc(C)cc4)nc3c2=O)c1	5	6	12	0	12	-1	3	0.7	-5	2
COCCCNc1nc2nonc2nc1N1CCN2CCCC2C1 (stereo not given)	-1	-8	3	-9	2	3	4	-0.3	0	-1
Cc1cccc(NC(=O)CSc2nc(N)c(NC(=O)c3cccs3)c(=O)[nH]2)c1C	0	6	2	2	-12	-3	5	-0.2	9	0
Cn1c(=O)c2c(nc(CN3CCN(Cc4ccccc4)CC3)n2Cc2ccc(F)cc2)n(C)c1=O	0	-1	-6	2	2	9	-4	0.9	2	4
CCCCCCCCN1C(=O)[C@@H](CC(=O)NCc2ccc(OC)c(OC)c2)C[C@@]2(C(=O)OC)C1=C[C@H](COCc1ccccc1)O[C@@H]2C	2	nt	-16	-1	nt	-1	-7	0.1	-13	2
Cc1ccc(CSc2nnc(-c3cc(-c4ccc(F)cc4)n[nH]3)n2N)cc1	0	nt	5	0	nt	0	0	0.0	-1	-2
COc1ccc(S(=O)(=O)N(C)CC(=O)Nc2ccc3c(c2)OCCO3)cc1OC	4	1	2	2	-6	3	11	0.5	2	5
Cc1c(C)n(C(=O)CSc2nccn2C)c2ccccc12	6	-19	7	-16	-6	-1	-10	0.3	0	-12
COc1cc([N+](=O)[O-])ccc1NC(=O)C1C2C=CC(C2)C1C(=O)O (stereo not given)	-6	3	2	1	-13	6	-3	-0.3	-5	2
Cc1cccc(-n2c(Cc3cc(=O)[nH]c(=O)[nH]3)nnc2SCC(=O)NCC2CCCO2)c1 (stereo not given)	3	10	-9	4	1	3	1	-0.2	-5	1
CN(C)N1C(N)=C(C#N)C(c2ccc3c(c2)OCO3)C2=C1CC(C)(C)CC2=O (stereo not given)	-3	-6	-6	-7	-8	-1	2	-0.7	2	0
Cc1cc(C(=O)NCc2ccco2)on1	9	6	15	-16	-2	-1	5	-0.9	4	-7
Cc1nc2ccccc2cc1OCc1ccc(Cl)cc1	1	-2	7	1	-7	1	3	0.9	3	-5
CC(=O)Nc1ccc(NC(=S)NC(=O)c2ccc([N+](=O)[O-])cc2)cc1	6	-1	24*	0	4	-5	-3	-0.4	-2	-1
COc1ccc(NC(=O)CCN2CC(C)OC(C)C2)c(OC)c1 (stereo not given)	2	6	8	-3	1	-4	-2	0.2	-2	0

High-throughput results: PubChem, several laboratories
